From PubChem BioAssay
Epigenetic derep – regulators of epigenetic silencing causing reporter derepression in mouse cells; murine LDR cells, GFP reporter derepression, 30 h; Potency, µM (series often up to 53.9 µM), for inactives: at the top dose GFP activation, actives largely listed as activators; 280,000 tested, 0.2% active; further: potency means the concentration at half of the fitted maximal effect; % of control where 0% means no effect; nearly all actives have a fitted effect of over 60% in size
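Reporter derepression read as number of fluorescent GFP-positive objects, 20-120 um in size, counted by laser-scanning cytometer. Mouse LDR line with an epigenetically silenced CMV-GFP locus; compound incubation 30 h, 37 C.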
HttQ103 aggreg – mutant huntingtin aggregation inhibition. PC12 HttQ103-GFP aggregates, Acumen cytometry, 40 h. Potency, µM (titrated, usually from 46.1 µM), inactives show at the highest dose activity change, negative = inhibition, usual class: inhibitors. 220,000 tested, 1.1% active. AID 1688; further: potency means the concentration at half of the fitted maximal effect; on the % scale 0 is the no-effect control and ±100 the full control effect; nearly all actives have a fitted effect of over 60% in size
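Compounds (qHTS titration) were added to PC12 cells expressing an ecdysone-driven HTT exon 1 Q103–GFP fusion after induction with 100 nM tebufenozide. Aggregate formation was measured as GFP objects in cell lysates.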
LMNA splice mod – LMNA splicing modulation | HeLa LMNA splicing GFP/RFP minigene ratio, 48 h | Potency, µM (series often up to 46.1 µM), without a hit: top-dose ratio change, negative = inhibition, actives largely listed as inhibitors | 200,000 tested, 0.01% active | AID 1487; active means well fitted inhibition curve with a large enough effect in the signal ratio, with a control signal flat, not every such curve was filed as active; inconclusive means small, poorly fitted or top-dose-only effect, or effect the other way, or a change in a side signal; the % refers to the signal ratio; further: potency means the concentration at half of the fitted maximal effect; on the % scale 0 is the no-effect control and ±100 the full control effect
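S3 HeLa stable clones carrying a lamin A-EGFP splicing minigene plus DsRed2 were seeded at 600 cells/well in Opti-MEM with 2% FBS, pin-dosed and incubated 48 h at 37°C. Acumen cytometry (488 nm) gave the GFP/RFP total-intensity ratio.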
NPSR antag – antagonists of human neuropeptide S receptor cAMP signaling; CHO-NPSR cells, cAMP TR-FRET, antagonist mode; Q6W5P4; 220,000 tested, 1% active; Potency, µM (series often up to 38.3 µM), without a hit: at the highest dose activity change, negative = inhibition, most hits filed as inhibitors; further: potency means the concentration at half of the fitted maximal effect; on the % scale 0 is the no-effect control and ±100 the full control effect; nearly all actives have a fitted effect of over 50% in size; many of its hits are not listed in these tables
Target sequence (Q6W5P4 whole entry, looked up): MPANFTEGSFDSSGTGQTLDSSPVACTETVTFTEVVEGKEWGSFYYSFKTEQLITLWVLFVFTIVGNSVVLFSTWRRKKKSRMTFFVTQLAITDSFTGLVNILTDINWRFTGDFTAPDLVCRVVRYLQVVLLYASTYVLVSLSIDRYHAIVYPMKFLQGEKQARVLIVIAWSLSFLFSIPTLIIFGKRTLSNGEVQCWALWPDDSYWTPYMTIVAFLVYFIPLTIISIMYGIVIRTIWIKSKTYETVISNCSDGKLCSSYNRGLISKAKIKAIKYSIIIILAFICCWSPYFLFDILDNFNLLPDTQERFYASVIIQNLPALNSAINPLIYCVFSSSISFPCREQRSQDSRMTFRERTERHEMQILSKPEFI
CBFb RUNX1 block – blocks binding between human CBF-beta and RUNX1; Q01196+Q13951; AlphaScreen CBFb-His/RUNX1-biotin binding, biochemical; Potency, µM (doses to about 59.8 µM), inactives show at the highest dose activity, negative = inhibition, usual class: inhibitors; 230,000 tested, under 10 active; AID 1477; further: % of control where 0% means no effect
Target sequence (Q01196 whole entry, looked up): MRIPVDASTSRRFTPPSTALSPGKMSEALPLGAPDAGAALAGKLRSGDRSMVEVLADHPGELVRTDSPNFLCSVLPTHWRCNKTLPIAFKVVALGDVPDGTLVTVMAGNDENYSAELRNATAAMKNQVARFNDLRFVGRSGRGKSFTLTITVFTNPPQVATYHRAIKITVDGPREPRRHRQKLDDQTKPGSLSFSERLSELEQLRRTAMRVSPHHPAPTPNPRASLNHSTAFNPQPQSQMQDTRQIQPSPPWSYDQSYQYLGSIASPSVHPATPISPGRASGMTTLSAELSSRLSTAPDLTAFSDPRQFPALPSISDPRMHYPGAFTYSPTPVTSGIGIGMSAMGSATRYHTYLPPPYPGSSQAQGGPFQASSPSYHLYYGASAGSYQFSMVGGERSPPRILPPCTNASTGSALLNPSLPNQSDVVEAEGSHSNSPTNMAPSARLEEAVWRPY
Target sequence (Q13951 whole entry, looked up): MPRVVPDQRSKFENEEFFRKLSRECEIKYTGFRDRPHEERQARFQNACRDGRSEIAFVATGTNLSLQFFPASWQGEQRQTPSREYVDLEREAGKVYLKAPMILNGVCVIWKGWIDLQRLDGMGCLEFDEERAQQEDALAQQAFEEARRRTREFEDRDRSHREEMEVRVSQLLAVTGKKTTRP
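Proteins preincubated together for 20 min at RT before compound addition; 15 min later, nickel and streptavidin beads were added and left 90 min prior to AlphaScreen measurement.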
KinaseGlo FLuc – Kinase-Glo luciferase inhibition (counter-screen). Q27757. Kinase-Glo luciferase, ATP luminescence, 8 min. Potency, µM (highest dose often 38.3 µM), for inactives: at the top dose activity change, negative = inhibition, most hits filed as inhibitors. 200,000 tested, 0.28% active; further: potency means the concentration at half of the fitted maximal effect; on the % scale 0 is the no-effect control and ±100 the full control effect; nearly all actives have a fitted effect of over 60% in size
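Inhibition of Kinase-Glo luciferase light generation was assessed at 10 uM ATP in pH 7.2 imidazole buffer, with luminescence measured after eight minutes at ambient temperature.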
IMPase Li cell – IMPase inhibition in cells with lithium potentiation; CHO-M1 cells, IP1 TR-FRET (IP-One), carbachol + lithium; Potency, µM (doses to about 59.4 µM), for inactives: top-dose activity, negative = IMPase inhibition, most hits filed as inhibitors; 210,000 tested, 0.35% active; AID 1457;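 further: IP1 builds up when IMPase is blocked and the TR-FRET signal falls; potency means the concentration at half of the fitted maximal effect; plate controls were basal vehicle for no effect and high inhibitor control for full effect; nearly all actives have a fitted effect of over 50% in size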
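Concentration–response in CHO-M1 cells, lithium-potentiated; 30 min at 37C. IP1 detected by competitive TR-FRET after 10 min lysis at RT. Hill-fitted AC50.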
The depositor's hits bear a star; ? = inconclusive; / = not tested or not shown; [ ] = dose if it differs, or a comment. Unless noted, the call rests on the fitted dose curve; in most records, active means well fitted curve in the direction sought with a large enough effect; inconclusive means small, poorly fitted or top-dose-only effect, or another doubt; inactive means no such curve, though single readings can be large; an effect the other way counts as inactive or inconclusive.

SMILES	Epigenetic derep	HttQ103 aggreg	LMNA splice mod	NPSR antag	CBFb RUNX1 block	KinaseGlo FLuc	IMPase Li cell
COC(=O)c1noc(-c2ccc(OC)cc2)n1	0.0%	-1%	-3%	-8%[46.1 µM]	4%	-8%	15%[38.3 µM]
NS(=O)(=O)c1cccc(NC(=O)COC(=O)CCCc2c[nH]c3ccccc23)c1	1.7%	6%	22%[46 µM]	-2%	-11%	-4%	10%
CCOC(=O)N1CCc2c(sc(NC(=O)CN(CC)CC)c2C#N)C1	1.1%	12%[9.22 µM]	/	-11%	4%	/	/
CC(C)(C)c1ccc(OC(=O)c2ccc(-n3cncn3)nc2)cc1	-0.3%	10%	7%[46 µM]	20%	-12%	-5%	-12%
CC1CC(=O)N(CC(=O)NCc2ccco2)c2ccccc2S1 (configuration not stated)	-2.6%	1%	?	10%[46.1 µM]	7%	-5%	5%[38.3 µM]
Fc1ccc(CSc2nncn2NCc2ccccc2)cc1	-1.0%	-8%	-3%	16%[46.1 µM]	0%	1%	-3%
COC(=O)c1ccc(OC(=O)c2cccnc2)cc1	0.1%	-15%	-3%	13%	8%	-1%	5%
C/C=C(/C)C(=O)Nc1cccc(C2=NOC3(C2)C[C@@H](C(N)=O)N(C(=O)CC)C3)c1 (some centres not stated)	-3.0%	11%[9.22 µM]	/	27%	7%	/	/
Cc1cc(/C=C2/C(=N)N3C(=NC2=O)SN=C3S(C)(=O)=O)c(C)n1-c1ccccc1F	-1.4%	1%	/	-48%	-9%	-4%	-4%
O=C(c1ccccc1)c1ccc(N2CCOCC2)c(NC(=O)c2ccco2)c1	3.5%	-48%	-19%	?	8%	0%	15%
CCOC(=O)C1(CCC(C)C)CC(CSc2nc3ccccc3[nH]2)OC1=O (configuration not stated)	-0.2%	-5%	?	1%[46.1 µM]	4%	-3%	33%[activator][38.3 µM]
CCN(CC)S(=O)(=O)c1ccc(/C=C/C(=O)O)cc1	1.3%	16%	1%[46 µM]	1%	-10%	3%	-2%

Pulled by compound from above:
SMILES	Epigenetic derep	HttQ103 aggreg	LMNA splice mod	NPSR antag	CBFb RUNX1 block	KinaseGlo FLuc	IMPase Li cell
COC(=O)c1noc(-c2ccc(OC)cc2)n1	0.0%	-1%	-3%	-8%[46.1 µM]	4%	-8%	15%[38.3 µM]
NS(=O)(=O)c1cccc(NC(=O)COC(=O)CCCc2c[nH]c3ccccc23)c1	1.7%	6%	22%[46 µM]	-2%	-11%	-4%	10%

(list continues)
SMILES	Epigenetic derep	HttQ103 aggreg	LMNA splice mod	NPSR antag	CBFb RUNX1 block	KinaseGlo FLuc	IMPase Li cell
COc1ccccc1-c1ccc(=O)n(CC(=O)NCC2CCCO2)n1 (configuration not stated)	1.8%	4%[9.22 µM]	-9%[46 µM]	-5%	5%	-2%	-4%
COc1ccc(-c2noc(-c3cccc(Cl)c3)n2)cc1OC	0.1%	5%	-1%	0%	3%	1%	5%
CCOCC(=O)Nc1cccc(SC)c1	-1.5%	3%	/	6%	17%	0%	4%
O=C(Nc1nnc(CSCc2ccc(F)cc2)s1)c1cccc([N+](=O)[O-])c1	0.1%	?	?	-2%[46.1 µM]	-6%	/	/
CCOC(=O)N1CCC(N2CC34C=CC(O3)C(C(=O)Nc3ccc(OCC)cc3)C4C2=O)CC1 (configuration not stated)	0.7%	-10%	-9%	3%[46.1 µM]	1%	2%	-11%[38.3 µM]
CCOC(=O)N1CCN(C(=O)CCCn2c(=O)[nH]c3ccccc3c2=O)CC1	-1.1%	1%	3%	-23%[46.1 µM]	5%	6%	-2%[38.3 µM]
Cc1nc(CNC(=O)CC2C(=O)NCCN2Cc2cccc(Oc3ccccc3)c2)cs1 (configuration not stated)	-1.2%	-20%[9.22 µM]	/	-1%	?	/	6%
CSCC[C@H](NC(=O)C(C)(C)Oc1ccc(Cl)cc1)c1nc2ccccc2[nH]1	3.2%	-20%	-13%	-39%	12%	-1%	11%
CC(OC(=O)c1cc2sccc2n1C)C(=O)NCc1ccc(F)cc1 (configuration not stated)	1.0%	-5%	-14%	-3%[46.1 µM]	11%	0%	4%
COC(=O)c1nn(-c2c(C)n(C)n(-c3ccccc3)c2=O)cc1O	0.0%	-2%	-2%	0%[46.1 µM]	-4%	-4%	-7%[38.3 µM]
CCCCNCCOCCOc1ccccc1-c1ccccc1	-0.3%	-9%	-4%	3%	15%	-3%	2%
Cc1c(C(=O)NCc2ccc3c(c2)OCO3)sc2nc(-c3ccc(F)cc3)cn12	0.9%	0.89µM*	-4%	-11%[46.1 µM]	6%	-1%	36%[activator][38.3 µM]
O=C(Cc1cccs1)NCCSc1c(-c2ccc(Cl)cc2)[nH]c2ccccc12	0.0%	22µM*	?	10µM*	1%	1%	5%
Fc1cccc(Cl)c1CSc1ccc(-c2cccnc2)nn1	0.9%	-13%	/	-20%	-12%	-2%	6%
O=C(N/N=C\c1ccc(CNS(=O)(=O)c2ccccc2)o1)C(=O)Nc1ccc(F)cc1	-1.1%	8%	-5%	19%	6%	3%	5%
Cn1c2c(c(=O)n(C)c1=O)C(c1ccc(Br)cc1)Nc1ccccc1O2 (configuration not stated)	-1.7%	-13%	-9%	-13%[46.1 µM]	7%	0%	-9%[38.3 µM]
CCc1cc2c(NCCO)ncnc2s1	-1.2%	-29%	?	0%[46.1 µM]	5%	-1%	11%[38.3 µM]
CCOC(=O)c1c(C)[nH]c(C(=O)COC(=O)CNC(=O)c2ccc(Cl)cc2Cl)c1C	4.3%	12%	-2%	12%	4%	-5%	-12%
Cc1cc(C)n(-c2c(F)c(F)c(COC(=O)c3ccccc3)c(F)c2F)n1	-4.3%	-2%[9.22 µM]	22%	-22%[46.1 µM]	30%	4%	23%[38.3 µM]
O=C(Oc1cccc(N2C(=O)CCC2=O)c1)c1ccccc1	0.0%	-6%	-6%	1%[46.1 µM]	-11%	-1%	-4%
Cc1ccc(NC(=O)CSc2nnc(Cn3cnc4ccccc43)o2)cc1	-1.5%	-6%	4%	-1%[46.1 µM]	5%	2%	0%[38.3 µM]
CC(=O)c1nn(-c2cccc(Br)c2)cc1C(=O)c1ccc(Cl)cc1	-1.5%	-12%	7%	-34%	9%	-2%	-21%
CN(C)C(=O)c1ccc(-c2ccc3ncnc(NCc4cccnc4)c3c2)cc1	1.4%	/	-16%	/	/	-4%	0%
CCCC1C2CN(C(C)C)CC=C2C(C#N)=C(N)C1(C#N)C#N (configuration not stated)	0.7%	?	-10%	-10%[46.1 µM]	-7%	-4%	8%[38.3 µM]

The final two compounds of the section before lead into the next.
SMILES	Epigenetic derep	HttQ103 aggreg	LMNA splice mod	NPSR antag	CBFb RUNX1 block	KinaseGlo FLuc	IMPase Li cell
CN(C)C(=O)c1ccc(-c2ccc3ncnc(NCc4cccnc4)c3c2)cc1	1.4%	/	-16%	/	/	-4%	0%
CCCC1C2CN(C(C)C)CC=C2C(C#N)=C(N)C1(C#N)C#N (configuration not stated)	0.7%	?	-10%	-10%[46.1 µM]	-7%	-4%	8%[38.3 µM]
Cc1onc(-c2ccccc2)c1C(=O)Oc1cccnc1	1.1%	9%	11%	-5%[46.1 µM]	7%	0%	15%[38.3 µM]
Cc1ccc(NC(=O)CSc2ncnc3ccccc23)cc1S(=O)(=O)N1CCCCC1	-1.9%	-31%	?	-22%	-4%	0%	11%
O=C(CN1CCN(c2ccccc2)CC1)Nc1ccc(OCc2ccccc2)cc1	-0.8%	?	?	-16%[46.1 µM]	-4%	-2%	-1%[38.3 µM]
Cc1ccccc1C(=O)NCC(=O)NNC(=S)NC(=O)c1ccccc1C	11%	-7%	?	13%	-11%	20%	-14%
CCOC(=O)N1CCN(S(=O)(=O)c2ccc(OCC(=O)OC)cc2)CC1	-1.1%	0%	-12%	-20%[46.1 µM]	2%	-2%	17%[38.3 µM]
C/C(=N\NC(=O)C1CC1)c1cccnc1	-1.1%	20%	-7%	11%	5%	-3%	-3%
COc1ccc(OC)c(/C=C2\SC(=S)N(C(C(=O)O)c3ccccc3)C2=O)c1 (configuration not stated)	6.8%	14%[9.22 µM]	/	35%	-8%	/	/
COc1cc(C)nc(N(C)S(=O)(=O)c2ccccc2Cl)n1	-2.1%	-17%	-16%	3%[46.1 µM]	10%	-1%	21%[38.3 µM]
COc1ccc(CC(C)N2CCN(c3ccccc3OC)CC2)cc1OC (configuration not stated)	-1.3%	-9%	-3%	-10%[46.1 µM]	1%	-3%	9%[38.3 µM]
CCn1cc(/C=N/N=C2\CCC3C4CCc5cc(O)ccc5C4CC[C@]23C)c(C)n1 (some centres not stated)	0.1%	-13%	2%	-29%[46.1 µM]	-15%	-4%	22%[38.3 µM]
Cc1nn(Cc2c(Cl)cccc2Cl)c(C)c1N	-1.0%	-12%	2%	-1%	-4%	3%	4%
Cc1ccc(S(=O)(=O)N2CCN(C3CC(=O)N(CCc4ccccc4)C3=O)CC2)cc1C (configuration not stated)	2.6%	10%	-4%	-13%[46.1 µM]	0%	0%	-1%[38.3 µM]
O=S(=O)(O)c1ccc(Nc2ncnc3c2ncn3[C@@H]2O[C@H](CO)[C@@H](O)[C@H]2O)cc1	1.1%	/	/	/	21%	/	-4%
CC(C)(C)c1nnc(NC(=O)c2cccnc2Cl)s1	-0.2%	-3%[9.22 µM]	/	-6%	9%	/	-5%
Nc1nc(-c2ccc3c(c2)CCC(=O)N3)cs1	?	?	24%[46 µM]	9%	1%	-15%	-1%
Cc1ccccc1C(=O)Nc1sc(C)c(C)c1C(=O)c1ccccc1	2.1%	14%	?	-24%[46.1 µM]	-21%	-1%	11%[38.3 µM]
Fc1ccccc1Cc1nnc2n1N=C(c1ccc(Cl)cc1)CS2	-7.3%	-2%	12%	-10%[46.1 µM]	1%	3%	9%[38.3 µM]
CCc1cc(=O)oc2cc(OCC(N)=O)c(Cl)cc12	-0.5%	16%	-3%	-9%[46.1 µM]	-4%	-6%	8%[38.3 µM]
CN(NC(=O)c1ccccc1Cl)c1ncc(C(F)(F)F)cc1Cl	1.1%	0%[9.22 µM]	-2%[46 µM]	3%	26%	/	/
CCNS(=O)(=O)c1ccc2c(c1)n(C)c(=O)n2C	1.1%	17%	11%	-5%[46.1 µM]	-2%	-6%	23%[38.3 µM]
COc1cccc(CNC(=O)C2CCN(C(=O)N(C)C)CC2)c1	0.9%	-10%	-5%	-2%[46.1 µM]	10%	0%	-1%
COc1cc2c(cc1OC)/C(=C/c1ccc(Br)cc1)C(=O)OC2	-1.8%	?	?	4%	-2%	-2%	11%
COCCNC(=S)N/N=C/c1ccc(OCc2ccc(C(=O)OC)cc2)cc1	0.0%	19%	-8%	16%	2%	3%	-1%
CC(C)Oc1ccc(N2CC(C(=O)Nc3ccc4c(c3)OCO4)CC2=O)cc1 (configuration not stated)	1.7%	10%	-13%	-3%[46.1 µM]	-1%	1%	-10%[38.3 µM]

The list is partial, so the mix of outcomes need not match the whole.
